RBBP9 inhibitor: human RBBP9 hydrolase inhibition; O75884; recombinant RBBP9, FP-Rh probe fluorescence polarization; inhibition, % at 7.94 µM; 220,000 compounds, 0.2% hits;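 active = inhibition above the campaign mean of all tested compounds plus 3 SD, cut at about 14% in these data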;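 also: plate controls were DMSO wells with RBBP9 for no effect and wells lacking RBBP9 protein for full effect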
Target sequence (O75884 whole entry, looked up): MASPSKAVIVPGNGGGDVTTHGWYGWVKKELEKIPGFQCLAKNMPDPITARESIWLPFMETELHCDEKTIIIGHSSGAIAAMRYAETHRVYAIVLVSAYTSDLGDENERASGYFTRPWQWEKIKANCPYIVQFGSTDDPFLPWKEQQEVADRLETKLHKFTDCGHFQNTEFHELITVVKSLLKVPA
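Measured by: FP readout at 525/598 nm; material: recombinant human RBBP9; also added: Serine-hydrolase probe FP-Rh, 375 nM pre-mixing; medium: Tris buffer pH 8.0, NaCl, Pluronic; replication: one well per compound; doses: one concentration, 7.94 µM nominal, 0.794% DMSO; timing: preincubation 30 min plus labeling 45 min at 25 °C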
zfTRPN1 agonist: agonists of zebrafish TRPN1 channel; activation, % at 3 µM; HEK293 zebrafish TRPN1-YFP, Fluo-8 calcium fluorescence; 100% = response to 87 µM carbachol; 220,000 compounds, 0.18% hits;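 active = activation above its plate's cutoff, the mean activation of test wells on that plate plus 3 SD, cut at about 19% in these data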;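 also: 0% = DMSO alone and 100% = 87 µM carbachol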
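Control set: carbachol 87 µM as high control, DMSO as low control; system: HEK293 stable line with zebrafish TRPN1-YFP; read-out: % activation versus carbachol response; detection: intracellular calcium fluorescence with Fluo-8; doses: single test compound dose, 3 µM nominal, 0.3% DMSO; schedule: dye 1 h 37 °C plus 30 min RT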
Ba/F3 V617F tox: loss of viability in JAK2V617F-driven Ba/F3 cells; 220,000 compounds, 1.1% hits; inhibition, % at 5.6 µM; Ba/F3 EpoR-JAK2V617F viability, ATP luminescence;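 active = inhibition above the campaign mean plus 3 SD over all tested compounds, cut at about 24% in these data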;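 also: cytokine-independent growth of Ba/F3 cells driven by EpoR plus mutant JAK2; 0% = DMSO-treated cells and 100% = JAK inhibitor I control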
CHOP inh: CHOP inhibition in unfolded protein response; CHO-K1 CHOP-promoter luciferase, tunicamycin-induced, 15-18 h; inhibition, % at 10 µM; 220,000 compounds, 3.8% hits; AID 2732;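 active = compounds that reduced the stress-induced luciferase reporter signal by more than about 70% of percent inhibition, limit read from the data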;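 also: 0% = tunicamycin plus vehicle and 100% = wells without tunicamycin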
BaF3 parental: reduces parental Ba/F3 cell viability, JAK2V617F counter-screen; CellTiter-Glo ATP luminescence; inhibition, % at 5.6 µM; 220,000 compounds, 1.1% hits; AID 1486;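 active = inhibition above a per-campaign cutoff, the mean inhibition of all tested compounds plus 3 SD, cut at about 27% in these data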;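 also: 0% = DMSO wells and 100% = JAK Inhibitor I control wells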
TNF death inh: blocks TNF-alpha induced death of Jurkat FADD-/- cells | Jurkat FADD-/- TNF necroptosis rescue, ATP luminescence, 24 h; 0 = TNF only, 100 = no-TNF cells | activation (protection from cell death), % at 10 µM | 220,000 compounds, 0.068% hits;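 active = activation, meaning protection from cell death, of at least 50% relative to plate controls; inactive = activation below 50%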;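 also: necroptosis triggered by 40 ng/mL TNF-alpha added together with compound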
Wee1 stabilizer: human Wee1 degradation inhibition, primary screen | 220,000 compounds, 1.2% hits | P30291 | reporter increase, % at 5 µM | HeLa Luc-Wee1K328M stability, luciferase luminescence; 100% = proteasome inhibitor MG132 effect;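 active = activation above the mean of all tested compounds plus 3 SD, set per screening run, cut at about 8.8% in these data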;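 also: cells exposed to compound for 20 h before luminescence read; 0% = DMSO alone and 100% = MG132 at 30 µM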
Target sequence (P30291 whole entry K328M): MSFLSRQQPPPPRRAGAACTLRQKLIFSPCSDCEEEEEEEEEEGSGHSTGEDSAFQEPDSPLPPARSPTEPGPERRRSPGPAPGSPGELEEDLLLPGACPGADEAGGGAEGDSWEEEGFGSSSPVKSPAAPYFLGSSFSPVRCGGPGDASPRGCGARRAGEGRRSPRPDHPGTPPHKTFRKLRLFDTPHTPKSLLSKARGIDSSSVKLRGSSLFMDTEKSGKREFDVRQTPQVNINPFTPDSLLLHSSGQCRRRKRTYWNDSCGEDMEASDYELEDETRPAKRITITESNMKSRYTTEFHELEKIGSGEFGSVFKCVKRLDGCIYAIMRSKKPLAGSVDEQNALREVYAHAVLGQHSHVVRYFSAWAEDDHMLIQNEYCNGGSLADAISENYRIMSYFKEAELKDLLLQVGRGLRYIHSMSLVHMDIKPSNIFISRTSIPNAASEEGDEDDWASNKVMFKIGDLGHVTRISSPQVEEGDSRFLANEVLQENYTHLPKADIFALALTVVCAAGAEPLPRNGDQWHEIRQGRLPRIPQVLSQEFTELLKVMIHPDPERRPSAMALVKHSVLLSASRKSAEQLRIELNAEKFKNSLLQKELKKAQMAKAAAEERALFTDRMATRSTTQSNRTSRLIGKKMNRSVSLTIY
PPC-1+TRAIL kill: compounds killing PPC-1 cancer cells with TRAIL present (potentiator screen, no TRAIL-free arm). PPC-1 cells + TRAIL, ATPLite viability luminescence. cell killing (% activity), % at 4 µM. 220,000 compounds, 0.41% hits;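 active = cell killing above 50% in the first pass at 4 µM, then a duplicate retest at 5 µM averaging 50% or more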;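 also: plate controls were cells with TRAIL plus DMSO for no effect and medium-only wells lacking cells for full effect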
TRPML3 ag: human mucolipin-3 channel agonism; Q8TDD5; HEK293 TRPML3-YFP, Fluo-8 calcium fluorescence; 100% = the carbachol control signal; activation, % at 3 µM; 220,000 compounds, 0.29% hits; AID 1448;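 active = activation above its plate's cutoff, the mean activation of the plate's test wells plus 3 SD, cut at about 12% in these data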;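 also: 0% = DMSO only wells and 100% = carbachol wells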
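Material: TRPML3-YFP stable HEK293 cells | Dosing: One concentration, 3 µM nominal, 0.3% DMSO | Timing: 125 s total fluorescence read per well | Technique: Fluo-8 calcium dye fluorescence, ex 470-495, em 515-575 nm | Measure: Percent activation from peak-to-basal fluorescence ratio, scaled between DMSO and carbachol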
* = called active by the depositor; nt = no result given; [ ] = dose if it differs, or a comment.

SMILES	RBBP9 inhibitor	zfTRPN1 agonist	Ba/F3 V617F tox	CHOP inh	BaF3 parental	TNF death inh	Wee1 stabilizer	PPC-1+TRAIL kill	TRPML3 ag
O=c1c(N2CCCCC2)coc2ccccc12	-1	0.0	-1	20	-1	0.0	4	0	1.7
CC(C)(C)OC(=O)NCCCCCc1nnc(SCc2ccccc2)o1	-7	-0.7	3	11	1	4.9	-1	21	0.5
COc1ccc(S(=O)(=O)NCCC(=O)NCc2ccc(F)cc2)cc1	-6	-0.4	3	-3	2	5.3	2	-21	-0.6
Brc1ccc(-c2nnc3sc(CN4CCC5(CC4)OCCO5)cn23)cc1	-3	-0.1	4	43	6	0.0	6	7	0.6
C/C(=N\N(C)C)C1=C(O)c2ccccc2C1=O	-6	-0.1	-5	-3	1	1.3	-2	15	1.0
COc1cc(/C=C/C(=O)N2CCN(CC(O)COc3ccccc3)CC2)cc(OC)c1OC (centres undefined)	-4	1.1	-1	2	1	-1.7	0	5	0.4
CN(C(=O)COc1cc(=O)n(C)c2ccccc12)c1ccc(Br)cc1	10	1.0	-1	-15	4	-1.1	-1	7	0.8
c1ccc(C(c2nnnn2C2CCCC2)N2CCCCCC2)nc1 (centres undefined)	-7	-1.5	-6	21	-2	-0.1	-1	5	-0.2
CCC(=O)N(CC)C1=C(O)c2ccccc2C(=O)C1=O	8	-1.1	1	16	5	-6.3	-3	15	1.0
Cc1ccc(C)c(NC(=O)CN(C)C(=O)[C@@H](NC(=O)c2ccc(C(C)(C)C)cc2)C(C)C)c1	-4	0.0	2	83*	7	-0.6	2	8	-0.2
COc1cccc(N(CC(=O)NC(C)(C)C)C(=O)C2CSC(=O)C2)c1 (centres undefined)	-6	-0.9	-1	-3	0	-1.0	0	8	-0.2
CC1CCc2c(C(=O)N3CCN(S(=O)(=O)c4cccs4)CC3)csc2C1 (centres undefined)	-3	2.7	-4	7	1	1.3	-1	3	0.1
Cc1nn(-c2ccc(F)cc2F)c2c1-c1nc(N3CCCC3)ncc1CC2	0	-1.1	-2	38	1	1.1	-5	-16	-1.5
Cc1cc(C(=O)CN2C(=O)c3ccccc3S2(=O)=O)c(C)n1CC1CCCO1 (centres undefined)	-2	0.4	-3	62	1	1.2	-4	86*[5 µM]	1.0
CC(=O)c1cccc(NC(=O)c2cc(C(C)C)on2)c1	-3	0.2	-2	45	1	0.5	0	14	-0.5
Cn1c(=O)c2c(nc(N3CCN(c4ccc([N+](=O)[O-])cc4)CC3)n2C)n(C)c1=O	-2	0.7	2	-8	-2	-5.0	-1	7	0.9
Cc1cc(C(F)F)nn1CC(=O)NCc1ccco1	-3	-0.5	-2	-3	1	1.1	0	10	0.7
NC(=O)c1sc2nc3c(c(-c4cccs4)c2c1N)CCCCC3	-5	0.0	-2	67	1	1.8	-2	15	0.5
Cn1ncc(Cl)c1C(=O)Nc1ccc(Cl)cn1	3	0.2	-6	-6	4	-0.9	-1	3	-0.3
COc1ccc(NC(=O)c2cc(C)cc(C)c2)cc1[N+](=O)[O-]	-4	-3.8	-3	23	0	1.7	1	8	-1.2
CCOC(=O)c1ccccc1NC(=O)c1cn(-c2ccc(C)c(C)c2)c(=O)c2ccccc12	-2	-0.4	-3	35	1	1.5	-1	16	0.7
CN(C)CCNC(=S)Nc1ccc(Br)cc1	-3	2.6	4	-11	13	1.3	-4	16	0.6
CN(C)CCCN(Cc1ccccc1)C(=S)NCc1ccccc1	-1	-0.2	3	-3	8	3.0	2	11	1.6
Cn1c(=O)c(-c2ccccc2)nn2c3ccccc3nc12	-3	0.5	-2	-7	4	-2.1	-3	2	-0.2
CN(C)S(=O)(=O)c1cccc(C(=O)C2=C3SC=C(c4ccccc4)N3CC2)c1	-10	-1.0	-4	13	0	-1.4	-2	8	0.8
c1ccc(SCCOCCN2CCc3ccccc3C2)cc1	5	-0.6	-3	21	0	1.8	-1	16	0.1
CC(=O)c1c(C)[nH]c(C(=O)CSc2nnc(-c3ccc(Cl)cc3)n2CC2CCCO2)c1C (centres undefined)	-14	-0.8	-1	-30	2	0.5	-1	11	0.1
CCOC(=O)CNc1nc(Oc2ccc(=O)n(C)n2)nc(N(CC)CC)n1	-2	0.6	-2	13	9	-2.0	3	-3	0.3
C=CCn1c(=O)c2ccccc2n2c(SCC(=O)c3ccccc3)nnc12	-1	2.3	1	-22	5	-1.0	-1	29	-0.2
CCc1ccc(CNCc2cccs2)cc1	-8	-1.3	-3	41	7	1.3	1	13	-0.1
O=C(CNC(=O)c1ccccc1)OCc1cccc([N+](=O)[O-])c1	-4	-1.0	1	20	8	0.5	-1	-25	0.2
CCn1c(=O)[nH]c(=O)c2c(N)c(C(=O)c3ccccc3OC)sc21	6	-0.2	-2	10	-2	2.5	5	1	6.5
c1ccc(C2CC(c3cccs3)Nc3nnnn32)cc1 (centres undefined)	-8	3.2	-2	-24	-4	0.6	7	8	0.7
COC(=O)C(C)Sc1nc2c(c(-c3ccc(OC)cc3)c1C#N)-c1ccccc1C2=O (centres undefined)	-5	-1.1	-1	nt	11	-2.2	0	nt	1.3
Cc1c(N=C/C=C/c2ccccc2)cnn1C	-4	0.4	-5	-38	-2	-1.8	1	7	0.8
O=C(CNC(=O)c1ccc(S(=O)(=O)N2CCCC2)cc1)N/N=C/c1ccccc1Cl	-5	-0.2	4	43	5	5.7	0	-2	0.7
CCOc1ccccc1C1CC(=O)Nc2cc3c(cc21)OCO3 (centres undefined)	-6	-1.3	79*	nt	75*	-12	0	7	-1.9
CC(=O)N1CCN(C(=S)c2ccc([N+](=O)[O-])cc2)CC1	-4	-0.2	1	8	2	-3.3	-1	12	0.1
CCCC(=O)N1CCN(c2ccc(NC(=O)c3ccccc3)cc2)CC1	5	0.0	0	0	6	1.2	0	-1	1.1
c1ccc(CN2CCN(C3=Nc4cccc5cccc3c45)CC2)cc1	2	0.2	4	15	7	3.2	-2	41	0.7
Cc1ccc(-c2cc(C(=O)Nc3c(C#N)cnn3C)no2)cc1	-5	-0.9	-1	56	7	-1.4	1	6	0.6
CCC(C(=O)OCC(=O)Nc1cc(Cl)cc(Cl)c1)c1ccccc1 (centres undefined)	-16	0.3	-2	92*	6	-0.6	-1	17	0.9
COc1ccc(N2C(=O)/C(=C/c3cccs3)NC2=S)cc1	-5	1.6	-3	-41	3	-0.5	-2	12	0.4
O=C(Nc1ccc(S(=O)(=O)Nc2ncccn2)cc1)c1ccc(N2CCCC2=O)cc1	3	2.8	-5	-19	1	4.9	3	-9	1.3
CCCc1cc(=O)[nH]c(SCC(=O)N(C)Cc2ccccc2)n1	-7	-1.3	1	26	3	0.0	0	7	-0.4
CCOc1ccc2oc(C(=O)OCC(=O)NC(=O)NC3CCCC3)c(C)c2c1	-5	0.2	0	73*	6	-0.7	-2	8	-0.1
Cc1ccc(C(=O)N(c2ccccn2)C(C)c2ccco2)cc1C (centres undefined)	0	0.7	-3	6	0	2.7	3	1	0.2
CCCCn1c(CN2CCN(CCO)CC2)nc2ccccc21	-9	-1.2	0	0	2	0.9	-1	16	0.9
CC(=O)Nc1nnc(SCC(=O)Nc2ccc(N3CCOCC3)c(Cl)c2)s1	-5	0.5	1	23	-4	0.6	-1	-2	0.8
CN(C)c1cccc2c(S(=O)(=O)NCc3ccc(S(N)(=O)=O)cc3)cccc12	-4	1.0	0	12	-1	-0.4	-1	6	0.1
Cc1nnc(SCC(=O)N2c3ccccc3C(C)(c3ccc(Cl)cc3)CC2(C)C)s1 (centres undefined)	6	-2.4	-5	5	1	0.5	11*	11	-0.8
COc1cccc(-c2nc(CS(=O)(=O)CC(=O)NCCCOC(C)C)c(C)o2)c1	-2	0.7	-2	32	4	-0.7	2	-15	-0.3
CCCn1c(=S)[nH]c2cc(Cl)ccc21	-3	-0.8	-5	1	-4	-1.4	1	23	-1.2
Cn1ncc2c(O/N=C(\N)c3ccc(C(C)(C)C)cc3)ncnc21	-3	-0.8	75*	99*	36*	-27	-1	19	0.1
COC(=O)CN(C(=O)CSc1nnc(-c2cccc(OC)c2)o1)c1ccc(OC)cc1	1	0.3	-1	-13	7	-0.4	2	-11	1.1
CCN(CC)CCOC(=O)CCc1cccc2ccccc12	-3	0.8	0	14	1	-0.8	0	14	0.5
O=c1c2c(nc3nc(SCc4ccccc4)[nH]n13)CCC2	-8	-1.3	2	3	1	2.4	7	-8	-0.9
O=C(NC1CCN(Cc2ccccc2)CC1)C1CCN(S(=O)(=O)c2cccc3cccnc23)CC1	-9	2.0	-2	nt	4	-5.2	0	8	0.3
COC(=O)c1[nH]c2c(c1C)C(=O)CC(c1ccccc1)C2 (centres undefined)	-6	-1.4	74*	nt	75*	-9.5	2	-5	0.8
CC1CCN(CCC(=O)N/N=C/c2ccc([N+](=O)[O-])cc2)CC1	-13	0.6	1	20	1	2.3	3	14	0.8

Complete entries as entered above.
CCOC(=O)CNc1nc(Oc2ccc(=O)n(C)n2)nc(N(CC)CC)n1 is listed with RBBP9 inhibitor: -2; zfTRPN1 agonist: 0.6; Ba/F3 V617F tox: -2; CHOP inh: 13; BaF3 parental: 9; TNF death inh: -2.0; Wee1 stabilizer: 3; PPC-1+TRAIL kill: -3; TRPML3 ag: 0.3
COc1cc(/C=C/C(=O)N2CCN(CC(O)COc3ccccc3)CC2)cc(OC)c1OC (centres undefined) is listed with RBBP9 inhibitor: -4; zfTRPN1 agonist: 1.1; Ba/F3 V617F tox: -1; CHOP inh: 2; BaF3 parental: 1; TNF death inh: -1.7; Wee1 stabilizer: 0; PPC-1+TRAIL kill: 5; TRPML3 ag: 0.4

Later entries.
SMILES	RBBP9 inhibitor	zfTRPN1 agonist	Ba/F3 V617F tox	CHOP inh	BaF3 parental	TNF death inh	Wee1 stabilizer	PPC-1+TRAIL kill	TRPML3 ag
O=C(COC(=O)c1cc(S(=O)(=O)NCc2ccccc2)ccc1O)NCc1ccccc1	-3	0.4	0	-12	4	0.2	-1	7	0.4
COC(=O)c1ccccc1NC(=O)/C=C/c1cc(OC)c(OC)c(OC)c1	-3	0.8	-1	35	4	-1.2	8	29	0.3
OCCCc1nc2n(n1)C(c1ccccc1)C=C(c1ccc(F)cc1)N2 (centres undefined)	-4	-0.5	-3	-1	4	-3.1	2	20	0.0
CCOc1ccc(CCNC(=O)C2CCCN(c3nn4c(=O)cc(C)nc4s3)C2)cc1 (centres undefined)	-3	2.6	-1	22	4	-0.2	0	44	0.8
O=C1OCC(CO)(CO)N=C1NNc1ccccc1[N+](=O)[O-]	-4	-1.7	-1	7	1	1.7	0	10	1.1
CCC(C)(NC(=O)c1ccccn1)C(=O)NC1CCCC1 (centres undefined)	0	0.0	-3	5	-2	1.1	1	27	0.1

Compound activity (PubChem BioAssay)
